# Bioassay records from PubChem.
# TAG inh = inhibitors of triacylglycerol accumulation, primary screen, cell-based, uHTS, fluorescence, H9c2; H9c2 cells, Nile Red lipid (TAG) fluorescence; cells loaded with 200 µM oleic acid; inhibition, % at 12.5 µM; 230,000 tested, 0.66% active;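 active means pattern-corrected inhibition of lipid staining of at least 50% with the nuclear-stain viability signal not falling by more than 50%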;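 further: 0% = DMSO wells and 100% = triacsin C control wells; some results filed as inactive read as strong as hits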
# TAG inh DAPI viability = recorded beside TAG inh, whose call it bears; DAPI nuclei signal change (viability), lower = more cytotoxic, %;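 whole-well DAPI fluorescence read on a plate reader as a viability signal; minus 50 percent equals half of cells still viable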
# The depositor's hits bear a star.
SMILES,TAG inh,TAG inh DAPI viability
O=C(CN(c1ccccc1Cl)S(=O)(=O)c1ccccc1)NCc1ccccc1,-12,3
CC(C)(OC(=O)NC(=O)C(F)(F)F)C(C)(C)OC(=O)NC(=O)C(F)(F)F,2,-6
O=C(NCc1ccccn1)c1ccc(Cn2cc(C(F)(F)F)ccc2=O)cc1,8,-2
COc1ccc(/C=N/NC(=O)CCCC(=O)NC2CCCCC2)cc1,6,-9
CCOC(=O)c1c(C)[nH]c(C(=O)OCC(=O)Nc2cccnc2Cl)c1C,-30,-7
COc1ccc(N2CSC3=C(C#N)C(c4cc(OC)c(OC)cc4OC)CC(=O)N3C2)c(OC)c1 (stereo not given),7,3
CCCOc1ccc(N2C(=O)CC(SC(=NCC)NCC)C2=O)cc1 (stereo not given),8,-2
COc1ccc(CCNC(=O)CCNS(=O)(=O)c2ccc3c(c2)CCN3C(C)=O)cc1OC,-2,-11
CC(=O)N1CCc2cc(S(=O)(=O)CCC(=O)N3CCN(C(=O)c4ccco4)CC3)ccc21,2,-9
COc1ccc(C2NC(Cc3ccccc3)(C(=O)O)C3C(=O)N(c4ccccc4OC)C(=O)C23)cc1 (stereo not given),18,-6
CCCC(=O)N1CCC1(C)C(=O)Nc1ccc2scnc2c1 (stereo not given),2,7
COc1cccc(S(=O)(=O)N(C)C[C@H]2OCc3cnnn3CCCC(=O)N([C@@H](C)CO)C[C@@H]2C)c1,4,-8
c1coc(C2Nc3ccccc3C3OCCC23)c1 (stereo not given),-21,3
Cc1ccc(CNC(=O)c2cccc(S(C)(=O)=O)c2)cc1,-10,9
Cc1ccc(C(C)NC(=O)c2cc(C)oc2C)cc1 (stereo not given),14,-5
COc1cc(-c2coc3c(C(=O)NCc4ccc(C(F)(F)F)cc4)cccc23)ccc1O,54*,-50*
O=C(CS(=O)(=O)c1c[nH]c2ccccc12)N1CCCCCC1,17,-10
CCOC(=O)C1=C(COC(=O)/C=C/c2ccc(OCC)c(OC)c2)NC(=O)NC1C (stereo not given),8,0
Cc1ccc(S(=O)(=O)NCCC(=O)NNc2c(F)c(F)cc(F)c2F)cc1,-26,4
C=CCNc1ncnc2c1ncn2[C@H]1CN(Cc2cccc3ccccc23)C[C@@H](CO)O1,9,7
COc1ccccc1CNC(=O)COC(=O)c1ccc(NC(N)=O)cc1,-9,-9
CC1CC(C)CN(C(=O)c2cc(-c3ccncc3)nc3ccccc23)C1 (stereo not given),6,-2
O=C(OCCc1cc2ccccc2c(=O)o1)c1ccccc1C(F)(F)F,-16,2
CCOc1ccc(NC(=O)COc2cccc3cccnc23)cc1S(=O)(=O)N1CCCC1,-10,5
CCNC(=O)C1(C)CCCN(C(=O)c2nc(C)oc2C)C1 (stereo not given),3,-13
CCOC(=O)c1ccc(NC(=S)Nc2ccccc2)cc1,0,9
Cc1c(NC(=O)Nc2ccc(Cl)c(Cl)c2)sc(=S)n1C,31,-7
COCCn1c(-c2ccc(OC)cc2)cnc1SCC(=O)Nc1cc(C)on1,17,-10
CCOc1ccc(NS(=O)(=O)c2ccc(NC(=O)c3ccccc3C(=O)O)cc2)cc1,-15,3
COC(=O)C1=C(C)N(Cc2ccccc2)C(=NCCc2ccccn2)N[C@H]1c1cccc(C(F)(F)F)c1,38,-7
Cn1c(CNC(=O)c2ccco2)nnc1SCC(=O)Nc1c(F)cc(F)cc1Br,30,-3
COc1ccc(CNC(=O)C(c2ccco2)N(Cc2cccs2)C(=O)Cc2cccs2)cc1 (stereo not given),9,-3
OCCC1CN(Cc2nc3ccc(F)cc3[nH]2)CCN1C1CCCC1 (stereo not given),0,3
COc1ccccc1Nc1nnc(SC(C)C(=O)NC2CC2)s1 (stereo not given),3,0
O=C(Cc1csc(NC(=O)Nc2ccc(Cl)cc2)n1)NCc1cccnc1,7,5
O=C(OCc1ccc(COC(=O)c2ccccn2)cc1)c1ccccn1,-8,12
COC(=O)C1C(c2ccccc2)C(C(=O)N2CCN(C)CC2)C1c1ccccc1 (stereo not given),4,9
Cc1ccc([N+](=O)[O-])cc1S(=O)(=O)Nc1ccc(O)c(Sc2ncn[nH]2)c1,14,1
Cc1ccc(S(=O)(=O)N(C)CC(=O)N2CCCCCCC2)cc1,2,-3
O=C(NC(=O)c1c(F)cccc1F)Nc1cccc(Oc2ncc(Cl)cn2)c1,-37,3
COc1ccc(CCN2C(=O)CC(NC34CC5CC(CC(C5)C3)C4)C2=O)cc1OC (stereo not given),-1,0
CSc1ccccc1NC(=O)N1CCCC(C(=O)c2ccc3c(c2)OCO3)C1 (stereo not given),-8,9
CC(C)(C)c1nnc(NS(=O)(=O)c2cc(Cl)ccc2Cl)s1,11,-12
Cn1cccc1C(=O)OCC(=O)N1CC(=O)Nc2ccccc21,-8,7
CCC/C(O)=C1\C(=O)CC(C)(C)CC1=Nc1ccc(OC)cc1OC,-12,2
O=C(CC(=O)Nc1ccccc1)Nc1ccccc1,-2,1
CN(CC(=O)Nc1ccccc1Cl)CC(=O)N1CCc2ccccc21,-8,-1
O=C(CSc1nnc(NC(=O)c2ccccc2[N+](=O)[O-])s1)NC1CCCC1,0,1
O=C(O)c1cccc2c1C(=O)c1ccc(-c3ccc(F)cc3OCc3ccccc3)cc1S2(=O)=O,3,-5
CC(=O)c1cc2c(cc1NC(=O)Cc1c(C)noc1C)OCO2,-5,5

# The list continues:
SMILES,TAG inh,TAG inh DAPI viability
CC(C)(C)OC(=O)C[C@H]1C/C=C\C[C@H](CC(=O)N[C@H](CO)Cc2ccccc2)C(=O)N2CCC[C@H]2COC1=O,15,-3
CCOC(=O)C1CCN(C(=O)COc2ccc(N(C)S(=O)(=O)c3ccc(C)cc3)cc2)CC1,9,-14
C=CCn1c(C)cc(C(=O)COc2ccc(S(=O)(=O)N3CCCC3)cc2[N+](=O)[O-])c1C,0,-14
Cc1ccc(NS(=O)(=O)c2ccc3[nH]c(=O)c(=O)[nH]c3c2)cc1Cl,-1,-5
CCN(CC)C(=O)c1sc2nc(N3CCOCC3)c3c(c2c1N)CCCC3,7,14
O=S1(=O)CCO[C@H]2Cc3ccccc3[C@H]2N1Cc1ccccc1,3,-7
CCOC(=O)/C=c1/s/c(=C/c2ccccc2OC)c(=O)n1CC(=O)N1CCOCC1,7,0
O=C(NC(=S)Nc1ccc2nc[nH]c2c1)c1ccccc1,-16,-3
COc1cccc(C(=O)NCC(c2ccc3c(c2)OCO3)N2CCN(c3ccc(F)cc3)CC2)c1 (stereo not given),-14,8
CCN(CC)c1ccc(/C=N/n2c(-c3ccccc3Br)n[nH]c2=S)cc1,1,3

# Another view of some results above.
# Order of results: TAG inh | TAG inh DAPI viability
COCCn1c(-c2ccc(OC)cc2)cnc1SCC(=O)Nc1cc(C)on1
 : 17 | -10
CCOc1ccc(NS(=O)(=O)c2ccc(NC(=O)c3ccccc3C(=O)O)cc2)cc1
 : -15 | 3
COC(=O)C1=C(C)N(Cc2ccccc2)C(=NCCc2ccccn2)N[C@H]1c1cccc(C(F)(F)F)c1
 : 38 | -7
Cn1c(CNC(=O)c2ccco2)nnc1SCC(=O)Nc1c(F)cc(F)cc1Br
 : 30 | -3
COc1ccc(CNC(=O)C(c2ccco2)N(Cc2cccs2)C(=O)Cc2cccs2)cc1 (stereo not given)
 : 9 | -3
OCCC1CN(Cc2nc3ccc(F)cc3[nH]2)CCN1C1CCCC1 (stereo not given)
 : 0 | 3
COc1ccccc1Nc1nnc(SC(C)C(=O)NC2CC2)s1 (stereo not given)
 : 3 | 0
O=C(Cc1csc(NC(=O)Nc2ccc(Cl)cc2)n1)NCc1cccnc1
 : 7 | 5
O=C(OCc1ccc(COC(=O)c2ccccn2)cc1)c1ccccn1
 : -8 | 12
COC(=O)C1C(c2ccccc2)C(C(=O)N2CCN(C)CC2)C1c1ccccc1 (stereo not given)
 : 4 | 9
Cc1ccc([N+](=O)[O-])cc1S(=O)(=O)Nc1ccc(O)c(Sc2ncn[nH]2)c1
 : 14 | 1
Cc1ccc(S(=O)(=O)N(C)CC(=O)N2CCCCCCC2)cc1
 : 2 | -3
O=C(NC(=O)c1c(F)cccc1F)Nc1cccc(Oc2ncc(Cl)cn2)c1
 : -37 | 3
COc1ccc(CCN2C(=O)CC(NC34CC5CC(CC(C5)C3)C4)C2=O)cc1OC (stereo not given)
 : -1 | 0
CSc1ccccc1NC(=O)N1CCCC(C(=O)c2ccc3c(c2)OCO3)C1 (stereo not given)
 : -8 | 9
CC(C)(C)c1nnc(NS(=O)(=O)c2cc(Cl)ccc2Cl)s1
 : 11 | -12
Cn1cccc1C(=O)OCC(=O)N1CC(=O)Nc2ccccc21
 : -8 | 7
CCC/C(O)=C1\C(=O)CC(C)(C)CC1=Nc1ccc(OC)cc1OC
 : -12 | 2
O=C(CC(=O)Nc1ccccc1)Nc1ccccc1
 : -2 | 1
CN(CC(=O)Nc1ccccc1Cl)CC(=O)N1CCc2ccccc21
 : -8 | -1
O=C(CSc1nnc(NC(=O)c2ccccc2[N+](=O)[O-])s1)NC1CCCC1
 : 0 | 1
O=C(O)c1cccc2c1C(=O)c1ccc(-c3ccc(F)cc3OCc3ccccc3)cc1S2(=O)=O
 : 3 | -5
CC(=O)c1cc2c(cc1NC(=O)Cc1c(C)noc1C)OCO2
 : -5 | 5
CC(C)(C)OC(=O)C[C@H]1C/C=C\C[C@H](CC(=O)N[C@H](CO)Cc2ccccc2)C(=O)N2CCC[C@H]2COC1=O
 : 15 | -3
CCOC(=O)C1CCN(C(=O)COc2ccc(N(C)S(=O)(=O)c3ccc(C)cc3)cc2)CC1
 : 9 | -14
C=CCn1c(C)cc(C(=O)COc2ccc(S(=O)(=O)N3CCCC3)cc2[N+](=O)[O-])c1C
 : 0 | -14
Cc1ccc(NS(=O)(=O)c2ccc3[nH]c(=O)c(=O)[nH]c3c2)cc1Cl
 : -1 | -5
CCN(CC)C(=O)c1sc2nc(N3CCOCC3)c3c(c2c1N)CCCC3
 : 7 | 14
O=S1(=O)CCO[C@H]2Cc3ccccc3[C@H]2N1Cc1ccccc1
 : 3 | -7
CCOC(=O)/C=c1/s/c(=C/c2ccccc2OC)c(=O)n1CC(=O)N1CCOCC1
 : 7 | 0

# Remaining list, next part.
SMILES,TAG inh,TAG inh DAPI viability
O=C(c1ccco1)N1CCN(c2cc(=O)n(C3CCCCC3)c(=O)[nH]2)CC1,2,-6
CC1(C)Cc2c(C#N)c(N3CCN(C(=O)c4ccccc4Cl)CC3)nc(-c3ccco3)c2CS1,9,9
CCNC(=O)c1sc2cc(C)ccc2c1Cl,1,3
C=CCOc1cccc(C2C(C(=O)c3ccco3)=C(O)C(=O)N2CCN2CCOCC2)c1 (stereo not given),12,-14
CCc1nc2c(OCc3ccc(C(F)(F)F)cc3)cccn2c1N(C)C(=O)c1ccc(OC)cc1,10,-12
Cc1ccc(/C=C2\SC(=S)N(CCCC(=O)NNC(=O)c3ccccc3O)C2=O)cc1,2,-3
CN1CCN(C(=O)C(N)Cc2ccccc2)CC1 (stereo not given),3,-4
O=C(c1ccccc1)c1ccc(C(=O)N2CCCC(C(F)(F)F)C2)cc1 (stereo not given),-1,-8
CCCc1nc2ccccc2c(=O)n1/N=C/c1ccccc1O,-2,-8
CCNC(=O)N1CCN(S(=O)(=O)c2ccc3c(c2)OCCCO3)CC1,-20,5
CC(=O)Nc1ccc2c(c1)C(=Nc1cccc(C)c1)c1ccccc1-2,-9,-1
COc1ccc(NC(=O)CNC(=O)c2ccco2)cc1S(=O)(=O)Nc1cc(C)ccc1Br,5,4
CCOc1ccc(C2N(c3ccc(F)cc3)C(=O)C3CCCN32)cc1OC (stereo not given),-13,-3
CC(=O)NC(c1cccc(F)c1)c1nc(-c2cc3ccccc3o2)cs1 (stereo not given),-5,-4
CCOC(=O)c1cc(C#N)c(N2CCN(c3ccccn3)CC2)nc1-c1ccccc1,-9,4
COc1cccc(/C(C)=N/NC(=O)c2ccc(N(C)C)cc2)c1,8,0
O=C(NNC(=O)c1cccc2ccccc12)c1cccc(Br)c1,-12,8
CN1c2ccccc2N(C)C1c1ccc2c(c1)OCO2,-15,-2
Cc1nc(NC(=O)CSc2nnc(-c3ccc4c(c3)OCO4)o2)c(Cl)cc1Cl,-2,5
Oc1ccccc1C(=S)N1CCCCC1,-9,2
CC1=CC(C)(C)NC(=S)N1CCO,2,4
CCC(=O)N1CCN(c2ccc(NC(=O)c3ccc4c(c3)OCCO4)cc2)CC1,3,-3
O=c1cc(NCCO)c2ccccc2o1,-1,-3
C=CCCC1CN(CCCC)S(=O)(=O)c2c(F)cccc2O1 (stereo not given),-38,5
CCOc1ccccc1NC(=O)c1c(NC(=O)CCC(=O)O)sc2c1CCCCC2,0,-3
CC(NC(=O)c1cc(S(=O)(=O)N2CCCC2)cn1C)c1ccccc1 (stereo not given),3,4
CC(C)[C@H]1COCCS(=O)(=O)N1Cc1ccccc1-c1ccccc1,-5,3
COc1cccc(C2CC(C(F)(F)F)n3ncc(C(=O)NCc4ccco4)c3N2)c1 (stereo not given),-1,11
CCOC(=O)N1CCN(Cc2nc3c(c(=O)n(C)c(=O)n3C)n2CCC(C)C)CC1,0,-2
NC(=O)c1ccc(OCC(F)(F)F)nc1,6,-7
O=C(CCS(=O)(=O)c1ccc(Br)s1)NCc1ccccc1,-15,4
O=C(C[C@H]1C[C@H](C(=O)N2CCOCC2)[C@@]2(CCC3CCCC3)c3[nH]c4ccc(Cl)cc4c3CCN2C1=O)NCCN1CCOCC1,-6,8

# Only part of the results is shown, so the mix of outcomes need not match the whole.
